GPR55 beta-arrestin: GPR55 agonists via beta-arrestin recruitment, primary screen, imaging, U2OS cells, beta-arrestin-GFP redistribution (AID 1961); activation, % at 10 µM; hits with a dose series show EC50 in µM; 290,000 tested, 0.048% active; U2OS GPR55 beta-arrestin-GFP redistribution imaging; higher % means a stronger effect;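 active = activation above 40% with more than 50 cells counted in the well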;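 note: U2OS osteosarcoma cells stably expressing GPR55 and beta-arrestin-GFP; plate controls were DMSO negative control for no effect and LPI positive control for full effect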
KOR beta-arrestin-1: kappa opioid receptor blockers – cell-based, luminescence, uHTS (AID 1778); 290,000 tested, 0.091% active; KOR beta-arrestin recruitment, luminescence, antagonist mode; higher % means a stronger effect; inhibition, % at 10 µM; hits with a dose series show IC50 in µM; in the data active = inhibition above about 50%; note: strong numbers were not always called active
GPR35 arrestin U2OS: inhibition of zaprinast-stimulated GPR35 beta-arrestin translocation – imaging, U2OS, beta-arrestin-GFP, zaprinast agonist, primary screen (AID 2058). U2OS GPR35 beta-arrestin-GFP translocation imaging, zaprinast antagonism; higher % means a stronger effect. one-dose inhibition, % at 10 µM; IC50 in µM for titrated hits. 290,000 tested, 0.052% active;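 active = inhibition of at least 50% with at least 30 cells and total cytoplasm GFP at most 10,000,000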
KOR beta-arrestin-2: kappa opioid receptor activators – cell-based, luminescence, uHTS, primary screen (AID 1777) | KOR beta-arrestin recruitment, luminescence; higher % means a stronger effect | one-dose activation, % at 10 µM; EC50 in µM for titrated hits | 280,000 tested, 0.02% active; in the data active = activation above about 50%, passing the limit was not always enough; note: a part of the inactive calls stands beside numbers as strong as those of hits
West Nile antiviral: West Nile virus antiviral activity, cell-based, CPE readout (AID 1621) | West Nile virus-infected cells, CPE inhibition; higher % means a stronger effect | CPE inhibition, % at 10 µM; hits with a dose series show IC50 in µM | 290,000 tested, 0.02% active; in the data active = a potency from the dose series; note: strong numbers were not always called active
Salmonella PhoP GFP: inhibitors of PhoP regulon expression, primary screen, Salmonella Typhimurium, GFP reporter (AID 1863); S. Typhimurium PhoP-regulated promoter GFP reporter, 4 h; higher % means a stronger effect; one-dose inhibition, % at 50 µM; IC50 in µM for titrated hits; 300,000 tested, 0.16% active;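 active = inhibition over 29.93%, a cutoff 3 SD above the screen mean, later confirmed by dose response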;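 note: 0% = low Mg2+ inducing control and 100% = high Mg2+ repressing control; strong numbers were not always called active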
T cell HTS: modulates CD8 T cell binding to vesicles; 2C CD8+ T cell-vesicle binding, flow cytometry; stronger effect = lower value; calls only at 7 µM; 330,000 tested, 0.068% active; AID 2052;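 active = response, share of CD8 T cells binding vesicles, and their 90th percentile fluorescence all below set limits, cut at about 80% in these data, passing the limit was not always enough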
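Read-out – percent CD8+ FL2 mean versus row control · System – murine 2C transgenic CD8+ T lymphocytes · Times – 1.5 h cell–vesicle binding at 37 °C, then 20 min icy labelling · Control set – naked vesicles low, QL9 vesicles with vehicle high · Detection – cytometric PE anti-B7-1 and Alexa647 anti-CD8 signals after 1% paraformaldehyde fixation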
NTR1 agonist: agonists of NTR1, primary screen, imaging, U2OS cells, beta-arrestin-GFP, high content (AID 493036). NTR1-U2OS beta-arrestin-GFP spot imaging, agonist mode. activation, % at 20 µM. 330,000 tested, 0.17% active;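 active = activation at or above 40% of the spot to cytoplasm intensity ratio, with at least 20 cells analyzed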;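 note: 0% = DMSO without peptide and 100% = 100 nM NTR1 peptide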
Target sequence (P30989 whole entry, looked up): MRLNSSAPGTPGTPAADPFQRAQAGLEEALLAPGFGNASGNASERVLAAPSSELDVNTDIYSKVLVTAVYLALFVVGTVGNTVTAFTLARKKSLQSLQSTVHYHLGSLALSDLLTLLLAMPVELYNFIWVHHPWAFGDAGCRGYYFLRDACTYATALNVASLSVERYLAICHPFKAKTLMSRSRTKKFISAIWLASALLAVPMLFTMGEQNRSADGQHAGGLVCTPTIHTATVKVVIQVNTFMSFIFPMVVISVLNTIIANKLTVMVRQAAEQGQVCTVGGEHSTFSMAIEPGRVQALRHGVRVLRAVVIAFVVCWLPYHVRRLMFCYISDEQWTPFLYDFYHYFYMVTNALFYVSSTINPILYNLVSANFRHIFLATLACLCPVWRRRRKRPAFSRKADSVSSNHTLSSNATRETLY
GPR55 LPI antagonism: GPR55 antagonists blocking LPI-driven arrestin recruitment, primary screen, imaging, U2OS, beta-arrestin-GFP, LPI agonist (AID 2013); U2OS GPR55 beta-arrestin-GFP translocation imaging, LPI antagonism; higher % means a stronger effect; inhibition, % at 10 µM, or IC50 in µM where a hit was titrated; 290,000 tested, 0.13% active;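 active = spots per cell inhibited over 60%, with over 100 cells counted and total cytoplasm intensity under 500,000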;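 note: U2OS cells stably carrying GPR55 and arrestin-GFP stimulated by 5 µM LPI near EC80; imaged beta-arrestin-GFP aggregate spots per cell after agonist stimulation; plate controls were LPI-stimulated DMSO wells for no effect and DMSO wells without LPI for full effect; some results filed as inactive read as strong as hits; confirmed hits need IC50 under 10 µM and bright autofluorescent wells are also inconclusive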
T cell HTS vesicle-bound %: second read-out of T cell HTS, no call of its own (marks repeat the call); double positive events, %; measured here: CD8+ vesicle-bound cell fraction;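 binding gate set so that unloaded-vesicle control wells show 10% double positive cells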
NTR1 agonist cell count 20 µM: recorded beside NTR1 agonist, whose call it bears; cell count; measured here: cell count, cytotoxicity flag
Numbers without * were called inactive; i = inactive; nt = no result given; [ ] = another dose, or the depositor's remark.

Order of results: GPR55 beta-arrestin | KOR beta-arrestin-1 | GPR35 arrestin U2OS | KOR beta-arrestin-2 | West Nile antiviral | Salmonella PhoP GFP | T cell HTS | T cell HTS vesicle-bound % | NTR1 agonist | NTR1 agonist cell count 20 µM | GPR55 LPI antagonism
1	CCOC(=O)C1=C(N)Oc2cc(O)ccc2C1c1ccc([N+](=O)[O-])cc1 (centres undefined)
  -0.2% | 7% | 10% | -5.4% | 0.3% | -4% | i | 38 | 12 | 38 | 15%
2	CNC(=S)n1cnc(N)n1
  0.4% | 25% | -6% | 5.1% | -0.1% | -5% | i | 52 | 1.8 | 49 | 9%
3	CN1C=CC=C/C1=C1\SC(=S)N(C2CCCCC2)C1=O
  -0.1% | -22% | -4% | 5.6% | 1.6% | -2% | i | 39 | -0.2 | 57 | 15%
4	COc1ccccc1-c1sc2ccccc2c1-c1ccc(C(C)=O)cc1
  -0.3% | -25%[20 µM] | 12% | 0.6% | 0.1% | 12% | i | 14 | -0.6 | 94 | -11%
5	CCOC(=O)C1CCN(C(=S)NC(=O)c2cccs2)CC1
  -0.1% | 26% | -9% | 1.0% | 0.3% | 5% | i | 18 | 2.4 | 58 | 1%
6	Cc1ccc(NC(=O)CN(c2ccc(Cl)cc2)S(=O)(=O)c2cc([N+](=O)[O-])ccc2Cl)cc1
  0.2% | -11% | 1% | 0.6% | 0.2% | 4% | i | 31 | 3.4 | 57 | 2%
7	CN(c1ccc(C(=O)NCCSC(C)(C)C)cc1)S(C)(=O)=O
  0.0% | 5% | -5% | -2.0% | 0.3% | -5% | i | 58 | -1.0 | 49 | 7%
8	Cc1cc2n(n1)C(c1ccc3c(c1)OCO3)Nc1c(C)cccc1-2 (centres undefined)
  -0.1% | 7% | 1% | 1.9% | -0.6% | 3% | i | 30 | 1.3 | 44 | 11%
9	CCn1c2ccccc2c2cc(/C=N/n3cn[nH]c3=S)ccc21
  -0.1% | -74% | -4% | 3.6% | 0.7% | -4% | i | 25 | 2.4 | 80 | 0%
10	Cc1ccc(-c2nc(SCC(=O)N(C)c3c(N)n(Cc4ccccc4)c(=O)[nH]c3=O)n[nH]2)cc1
  -0.1% | 1% | -8% | 1.2% | 0.4% | -7% | i | 24 | -0.7 | 51 | 9%

Three entries from above, arranged by the value under KOR beta-arrestin-2, descending:
item | compound | KOR beta-arrestin-2
2 | CNC(=S)n1cnc(N)n1 | 5.1%
5 | CCOC(=O)C1CCN(C(=S)NC(=O)c2cccs2)CC1 | 1.0%
6 | Cc1ccc(NC(=O)CN(c2ccc(Cl)cc2)S(=O)(=O)c2cc([N+](=O)[O-])ccc2Cl)cc1 | 0.6%

Continued:
Order of results: GPR55 beta-arrestin | KOR beta-arrestin-1 | GPR35 arrestin U2OS | KOR beta-arrestin-2 | West Nile antiviral | Salmonella PhoP GFP | T cell HTS | T cell HTS vesicle-bound % | NTR1 agonist | NTR1 agonist cell count 20 µM | GPR55 LPI antagonism
11	C[n+]1ccn(CC(=O)c2ccc(Br)cc2)c1
  -0.2% | -14% | 10% | -1.9% | 0.5% | -6% | i | 52 | -0.8 | 76 | 5%
12	Cc1csc(NC(=O)c2ccc(Cn3nc(C)c(Br)c3C)o2)n1
  0.1% | -19% | -9% | -4.4% | -1.2% | -5% | i | 16 | 2.4 | 52 | -18%
13	Cc1ccc(/C=N\NC(=O)C2CN(S(=O)(=O)c3ccccc3)CCN2S(=O)(=O)c2ccccc2)cc1 (centres undefined)
  0.6% | -8% | 5% | -1.8% | -0.5% | -5% | i | 43 | 4.6 | 78 | -1%
14	Cc1cccc(C(=O)Oc2ccc(/C=N/NC(=O)c3ccc(O)cc3)cc2)c1
  -0.1% | -5% | -1% | 0.7% | 0.3% | 5% | i | 71 | 53* | 67* | 0%
15	CCOC(=O)c1cnn2c(C(F)(F)F)cc(-c3ccco3)nc12
  0.3% | -4% | -14% | 3.1% | -0.1% | -9% | i | 36 | 2.2 | 55 | -7%
16	Cc1ccc2c(c1)C1CN(C)CCC1N2CC(=O)N(C)c1ccccc1 (centres undefined)
  -0.2% | nt | -15% | nt | -0.5% | 3% | i | 9 | -1.4 | 58 | -4%
17	Cc1ccsc1/C=N/NC(=O)c1ccc(Cn2cc(Br)cn2)o1
  -0.2% | 2% | -4% | -0.9% | -0.5% | 6% | i | 42 | 3.5 | 37 | 10%
18	COc1ccc(-c2ccc(NCCC3=CCCCC3)nn2)cc1OC
  -0.2% | -11% | 6% | nt | -0.3% | 10% | i | 3 | 1.1 | 65 | -1%
19	CC(Oc1ccccc1[N+](=O)[O-])C(=O)N/N=C/c1ccoc1 (centres undefined)
  -0.1% | -28% | 9% | 2.7% | -0.1% | -5% | i | 22 | 1.8 | 45 | 3%
20	CCOC(=O)N1CCN(C(c2ccc(F)cc2)c2sc3nc(C)nn3c2O)CC1 (centres undefined)
  0.3% | 0% | 8% | -5.7% | 0.1% | 8% | i | 16 | -0.4 | 42 | -2%

2 compounds from above, showing only Salmonella PhoP GFP:
item	structure	Salmonella PhoP GFP
16	Cc1ccc2c(c1)C1CN(C)CCC1N2CC(=O)N(C)c1ccccc1 (centres undefined)	3%
18	COc1ccc(-c2ccc(NCCC3=CCCCC3)nn2)cc1OC	10%

Continuation.
Order of results: GPR55 beta-arrestin | KOR beta-arrestin-1 | GPR35 arrestin U2OS | KOR beta-arrestin-2 | West Nile antiviral | Salmonella PhoP GFP | T cell HTS | T cell HTS vesicle-bound % | NTR1 agonist | NTR1 agonist cell count 20 µM | GPR55 LPI antagonism
21	CN(C)c1ccc(/C=N/NC(=O)c2cccc(C(=O)N/N=C/c3ccc(N(C)C)cc3)n2)cc1
  0.2% | -34%[20 µM] | 4% | nt | 0.1% | 2% | i | 22 | 1.8 | 72 | 2%
22	CSc1ccc(/C=N/Nc2nc(C)cc(=O)[nH]2)cc1
  -0.3% | -26% | -16% | -2.7% | -0.8% | 3% | i | 64 | -0.1 | 64 | 1%
23	CN(Cc1nc(-c2cccs2)no1)CC1(N2CCOCC2)CCCCC1
  -0.1% | -3% | 5% | -4.2% | -1.3% | 6% | i | 14 | -0.6 | 64 | 14%
24	O=C(Nc1cccc2ccccc12)c1cccc([N+](=O)[O-])c1
  -0.1% | 16% | 3% | -2.3% | -0.5% | 7% | i | 64 | 0.7 | 80 | 0%
25	COC(=O)c1cccc(NC(=O)NC(=O)c2ccccc2Cl)c1
  -0.2% | 5% | 10% | -0.3% | -0.1% | -3% | i | 8 | 9.3 | 55 | -4%
26	COC(=O)c1oc2ccc(Br)cc2c1NC(=O)CCN1CCOCC1
  -0.1% | -6% | 23% | 4.8% | -0.4% | -1% | i | 40 | 0.3 | 79 | 9%
27	Cc1cc(C(=O)Nc2ccc(CC(=O)O)cc2)c(C)o1
  0.0% | -9% | -12% | -3.8% | 0.4% | -4% | i | 31 | -1.4 | 57 | 15%
28	Cc1ccc(CNC(=O)CCc2nc3ccccc3c(=O)[nH]2)cc1
  -0.1% | -12% | -8% | 3.4% | -0.5% | -16% | i | 31 | 1.2 | 80 | -6%
29	CSCCC(NC(=O)c1ccccc1)C(=O)NCCc1ccccc1 (centres undefined)
  -0.1% | -16% | 12% | -2.4% | -0.2% | 5% | i | 19 | 0.7 | 74 | -7%
30	CCOC(=O)/C(N=Nc1c(Br)cc(Br)cc1Br)=C(\C)O
  0.0% | -17% | 15% | -0.2% | -0.7% | 11% | i | 8 | 3.9 | 87 | -5%
31	Clc1ccc(-c2cc(C3CCNCC3)[nH]n2)cc1
  -0.5% | 3% | -8% | 0.1% | -0.2% | -3% | i | 47 | 0.0 | 32 | -17%
32	COc1cc(Cl)c(C)cc1NC(=O)c1ccc(NS(=O)(=O)c2ccc(F)c(F)c2)cc1
  -0.1% | -96%[20 µM] | -1% | 1.6% | 0.7% | -8% | i | 59 | 10 | 80 | -1%
33	CCOC(=O)c1c(C)[nH]c(N=Nc2ccc(OC)cc2)c1C
  -0.1% | 18% | 11% | -0.6% | -0.5% | 1% | i | 32 | 13 | 42 | 6%
34	CC(C)[C@H](NC(N)=O)C(=O)Nc1cccc(S(=O)(=O)N2CCOCC2)c1
  0.2% | -31% | -18% | -3.4% | 0.3% | -5% | i | 19 | 1.5 | 32 | 8%
35	Cc1ccc(S(=O)(=O)NCCSc2nnnn2-c2ccccc2)cc1
  -0.4% | -29% | -8% | 4.7% | -1.1% | 8% | i | 11 | 1.2 | 59 | 4%
36	Nn1c(CSc2ccccn2)nc2ccccc2c1=O
  -0.1% | -37% | -8% | 2.9% | -0.1% | 2% | i | 32 | 1.2 | 45 | 3%
37	Cc1cc(C)n(C(=O)CNC(=O)CCc2ccccc2)n1
  0.0% | 20% | 16% | -1.8% | 0.5% | 0% | i | 29 | 2.1 | 76 | -8%
38	CCSc1nnc(-c2ccc(C)cc2)c2ccccc12
  -0.1% | 20% | -2% | -2.4% | -0.5% | 5% | i | 34 | 2.6 | 59 | 5%
39	OC(COCC1COc2ccccc2O1)CN1CCN(c2ccccc2F)CC1 (centres undefined)
  0.3% | -8% | -1% | -0.2% | -0.1% | -3% | i | 49 | 0.3 | 51 | 1%
40	O=C(O)/C=C\C(=O)Nc1ccccc1F
  0.9% | -2% | 8% | -4.7% | -0.3% | 5% | i | 42 | 3.0 | 55 | 3%
41	COc1ccc2cc(CN(Cc3cccnc3)Cc3nnnn3Cc3ccccc3)c(=O)[nH]c2c1
  0.3% | 29% | 4% | -1.6% | -0.7% | 4% | i | 63 | -0.5 | 56 | 4%
42	CCOc1ccccc1CN1CCN(Cc2cccc3c2OCO3)CC1CCO (centres undefined)
  -0.2% | -7% | -6% | 3.2% | -0.5% | -10% | i | 48 | -1.2 | 80 | 4%
43	CCC(C)NC(=O)/C=C1\Sc2ccccc2NC1=O (centres undefined)
  -0.2% | 27% | 0% | -6.1% | -0.7% | -11% | i | 58 | -0.1 | 67 | 11%
44	CCOC(=O)c1sc(NC(=O)CN2C(=O)NC3(CC(C)CC(C)(C)C3)C2=O)c(C(=O)OCC)c1C (centres undefined)
  0.3% | 24% | -5% | -3.3% | -0.5% | -14% | i | 6 | 2.7 | 78 | 11%
45	Cc1c(O)nc(SCC(=O)Nc2cccc(C(F)(F)F)c2)n(-c2ccccc2)c1=O
  -0.1% | -16% | 0% | 1.0% | -0.6% | 6% | i | 56 | 0.5 | 48 | -4%
